From PubChem BioAssay
DSG3 Ab inh = inhibitors of pemphigus antibody binding to DSG3, primary screen, biochemical, bead-based, flow cytometry, scFv-GFP | Desmoglein-3 (Homo sapiens), P32926 | DSG3-coupled beads, scFv-anti-DSG3-GFP binding; stronger effect = lower value | binding (percent of control), % at 10 µM | 310,000 tested, 0.48% active | AID 588358, 2011;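 active means binding more than 3 SD below its plate's average and above zero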;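 further: hits lower antibody fragment binding to DSG3; some compounds called inactive have numbers as strong as hits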
V-ATPase pH = regulators of yeast V-ATPase proton pumping, primary screen, pHLuorin cytosolic pH fluorescence. S. cerevisiae. 350,000 tested, 0.37% active. response, % at 10 µM. AID 504577, 2011; in the data active means response mostly above about 7.3%, no sharp cut-off; inactive means mostly below about 5.4%; further: actives read high; inactives centre near 0; some compounds called inactive have numbers as strong as hits; reference of the scale not given here
MOR-DOR ag = agonists of OPRM1-OPRD1 heterodimerization, primary screen, cell-based, luminescence. Mu-type opioid receptor (Homo sapiens) + Delta-type opioid receptor (Homo sapiens), …. activation, % at 9.3 µM. cells. 340,000 tested, 0.3% active. AID 504326, 2011; in the data active means activation above about 18%;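 further: 0% = vehicle-treated cells and 100% = reference agonist; values of inactives mirror those of a sister screen read the other way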
Arrestin-AP2 inh = inhibitors of beta-arrestin/AP2 binding, primary screen, biochemical, GPCR trafficking, flow cytometry; FITC-arrestin peptide / GST-AP2 beads; AP2 beta2 appendage carries R879A mutation; AID 504490, 2011; inhibition, % at 10 µM; 340,000 tested, 0.31% active;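 active means inhibition above a set limit, near 3 SD of compounds lacking own fluorescence, cut at about 54% in these data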;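 further: plate controls were DMSO wells for no effect and 5 µM unlabelled arrestin peptide for full effect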
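System: GST-AP2 R879A glutathione beads. Medium: PBS with 0.05% Tween 20 and 0.1% BSA. Also added: FITC-arrestin peptide, 50 nM. Incubation: 12 min plus 1 h, RT. Measured by: high-throughput flow cytometry of beads, ex 488, em 535 nm. Evaluation: percent drop in bead-associated FITC signal.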
PKA-R2B act = activators of PKA-R2B holoenzyme, primary screen, biochemical, fluorescence polarization, Cy5-IP20, human; 340,000 tested, 0.079% active; PKA-R2B holoenzyme dissociation; R2B truncated from residue 108, S112A mutant; 0% DMSO only, 100% 113 µM cGMP; activation, % at 11.4 µM; cAMP-dependent protein kinase catalytic subunit beta (Homo sapiens) + cAMP-dependent …;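 active means activation above a cutoff set at the mean over all compounds plus 3 SD, cut at about 18% in these data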;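 further: higher means more holoenzyme dissociation and a rise in polarization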
Target sequence (P31323 whole entry, looked up, other chains not shown, the tested form may be a part): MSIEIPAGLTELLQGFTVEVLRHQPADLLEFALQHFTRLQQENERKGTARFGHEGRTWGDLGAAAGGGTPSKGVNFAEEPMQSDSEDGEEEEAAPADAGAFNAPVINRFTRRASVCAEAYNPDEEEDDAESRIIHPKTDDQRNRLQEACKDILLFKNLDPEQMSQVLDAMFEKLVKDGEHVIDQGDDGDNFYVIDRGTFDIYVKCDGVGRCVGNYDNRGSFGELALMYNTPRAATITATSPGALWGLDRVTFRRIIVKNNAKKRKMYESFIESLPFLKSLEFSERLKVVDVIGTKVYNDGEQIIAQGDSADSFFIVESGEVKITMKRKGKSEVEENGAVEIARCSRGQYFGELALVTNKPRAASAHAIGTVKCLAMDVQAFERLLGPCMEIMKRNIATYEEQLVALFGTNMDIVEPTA
HTR5A inv ag = HTR5A inverse agonists in luminescence cell assay, primary screen, counter-screen for OPRM1-OPRD1 heterodimer inverse agonist project, full-deck HTS | 5-hydroxytryptamine receptor 5A (Homo sapiens), P47898 | HTR5A cell line, inverse agonism | inhibition, % at 9.3 µM | 340,000 tested, 0.083% active; in the data active means inhibition mostly above about 23%, no sharp cut-off; inactive means mostly below about 18%;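 further: 0% = cells with DMSO and 100% = no-cell wells with DMSO; some compounds called inactive have numbers as strong as hits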
HTR5A ag = HTR5A agonists in luminescence cell assay, primary screen, counter-screen for OPRM1-OPRD1 heterodimer agonist project, full-deck HTS | activation, % at 9.3 µM | cell-based | 5-hydroxytryptamine receptor 5A (Homo sapiens), P47898 | 340,000 tested, 0.61% active | AID 504692, 2011; in the data active means activation mostly above about 9.5%, no sharp cut-off; inactive means mostly below about 7.6%;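 further: 0% = cells with vehicle only and 100% = reference agonist; strong numbers were not always called active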
DAGLB inhibitor = DAGLB lipase inhibitors, primary screen, biochemical, fluorescence, HTS | HEK293T DAGLB membrane lysate, EnzChek fluorogenic substrate | Diacylglycerol lipase-beta (Homo sapiens), Q8NCG7 | inhibition, % at 5.17 µM | 340,000 tested, 0.059% active; in the data active means inhibition above about 34%;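 further: 0% = enzyme with vehicle and 100% = wells lacking enzyme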
Target sequence (Q8NCG7 whole entry, looked up): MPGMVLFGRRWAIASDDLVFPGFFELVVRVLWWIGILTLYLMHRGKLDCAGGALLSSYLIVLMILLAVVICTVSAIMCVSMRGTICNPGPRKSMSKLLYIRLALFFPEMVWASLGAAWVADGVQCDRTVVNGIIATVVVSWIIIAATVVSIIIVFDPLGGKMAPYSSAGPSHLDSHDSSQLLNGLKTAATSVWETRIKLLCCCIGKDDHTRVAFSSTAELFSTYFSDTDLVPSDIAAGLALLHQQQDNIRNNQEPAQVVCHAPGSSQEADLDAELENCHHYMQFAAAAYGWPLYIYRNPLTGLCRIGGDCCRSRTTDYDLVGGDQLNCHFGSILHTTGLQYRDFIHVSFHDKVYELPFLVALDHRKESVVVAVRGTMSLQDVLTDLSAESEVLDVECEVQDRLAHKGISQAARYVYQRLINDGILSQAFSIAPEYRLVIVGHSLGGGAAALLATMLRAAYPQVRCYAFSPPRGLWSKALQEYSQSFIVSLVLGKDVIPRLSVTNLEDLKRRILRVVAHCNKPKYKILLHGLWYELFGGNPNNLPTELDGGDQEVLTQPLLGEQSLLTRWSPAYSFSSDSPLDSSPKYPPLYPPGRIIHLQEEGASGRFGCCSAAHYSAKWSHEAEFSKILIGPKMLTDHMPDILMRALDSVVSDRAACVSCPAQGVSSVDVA
PKA-R1A act = activators of PKA-R1A holoenzyme, primary screen, biochemical, fluorescence polarization, Cy5-IP20, bovine R1A, mouse PKAc. AID 504707, 2011. activation, % at 11.4 µM. PKA-R1A dissociation; scaled: DMSO 0%, 113 µM cGMP 100%. 340,000 tested, 0.083% active. cAMP-dependent protein kinase type I-alpha regulatory subunit (Bos taurus) + …;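 active means percent activation above the mean of all tested compounds plus 3 SD, cut at about 19% in these data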;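 further: higher means more PKAc released from R1A so a rise in polarization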
MOR-DOR inv ag = inverse agonists of MOR-DOR heterodimerization, primary screen, cell-based, luminescence; 340,000 tested, 0.21% active; cell-based MOR-DOR heterodimer luminescence, inverse agonism; inhibition, % at 9.3 µM; Mu-type opioid receptor (Homo sapiens) + Delta-type opioid receptor (Homo sapiens), …; in the data active means inhibition above about 22%, passing the limit was not always enough;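 further: 0% = cells with DMSO and 100% = wells without cells with DMSO; values of inactives mirror those of a sister screen read the other way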
Starred values were filed as active, the others as inactive; / = no result given.

Molecule	DSG3 Ab inh	V-ATPase pH	MOR-DOR ag	Arrestin-AP2 inh	PKA-R2B act	HTR5A inv ag	HTR5A ag	DAGLB inhibitor	PKA-R1A act	MOR-DOR inv ag
Cc1cc(C(=O)OC(C)C(=O)NC2CCCCC2C)c(C)o1 (configuration not stated)	96.9	-0.1	-0.6	35.6	-6.3	-0.1	0.0	-1.9	-0.5	3.6
CCOC(=O)c1sc(C)c(C(=O)NC2CCCCC2)c1N	100.6	2.5	-2.2	11.3	9.3	14.5	-5.6	-3.6	-7.1	10.9
CCC(CC)C(=O)Nc1nnc(S(=O)(=O)Nc2ccccc2C)s1	96.6	-0.2	-0.4	-0.7	-0.6	5.0	-1.4	-1.9	3.2	1.9
COc1ccc(Cc2nc3ccc(C(=O)N(C)CCCN4CCOCC4)cc3o2)cc1	94.1	-1.1	-0.2	5.5	3.2	0.1	-0.8	0.2	3.5	0.9
OCC1OC(n2cnc3c(=S)nc[nH]c32)CC1O (configuration not stated)	117.1	7.7	-1.2	13.3	2.1	-17.5	4.5	1.7	-1.8	6.3
CNC(=O)COC(=O)c1ccccc1Oc1ccccc1	98.2	2.0	-3.1	0.1	-4.3	2.4	-2.3	0.9	-3.3	15.6
CSc1nc(-c2ccccc2)cc(C)c1C#N	97.0	-0.2	2.0	4.6	-8.7	1.9	-0.7	-5.9	4.5	-10.4
CC(C)NCC(O)COc1ccc(CCOCC2CC2)cc1 (configuration not stated)	114.2	1.9	-1.7	-2.4	11.8	-29.4	-0.5	-0.4	3.5	9.5
O=C(NNc1ncccc1Cl)c1c(Cl)cccc1Cl	/	2.6	-2.8	10.6	0.7	6.3	-2.5	-2.8	-8.1	12.9
Cc1ccnc(NC(=O)C2CCN(S(=O)(=O)c3ccc4c(c3)CC(C)N4C(=O)C3CCC3)CC2)c1 (configuration not stated)	101.8	-1.7	-0.6	-7.4	-3.2	0.3	2.8	-1.9	-7.1	3.0
CCOc1cc(C(=O)OCc2ccc(OC)cc2)ccc1OCC(=O)N1CCOCC1	/	0.5	-3.9	1.6	-9.5	-9.3	3.7	-6.6	9.4	15.1
CCn1nnnc1SCC(=O)N1CCN(Cc2ccc3c(c2)OCCO3)CC1	97.9	2.8	-1.2	-5.3	-4.5	-0.3	0.1	-1.7	-8.4	5.0

Next part, overlapping the part above by 2 compounds.
Molecule	DSG3 Ab inh	V-ATPase pH	MOR-DOR ag	Arrestin-AP2 inh	PKA-R2B act	HTR5A inv ag	HTR5A ag	DAGLB inhibitor	PKA-R1A act	MOR-DOR inv ag
CCOc1cc(C(=O)OCc2ccc(OC)cc2)ccc1OCC(=O)N1CCOCC1	/	0.5	-3.9	1.6	-9.5	-9.3	3.7	-6.6	9.4	15.1
CCn1nnnc1SCC(=O)N1CCN(Cc2ccc3c(c2)OCCO3)CC1	97.9	2.8	-1.2	-5.3	-4.5	-0.3	0.1	-1.7	-8.4	5.0
CCOC(=O)C1=C(C)N(c2ccccc2)C(=O)NC1c1cccc([N+](=O)[O-])c1 (configuration not stated)	119.5	-1.1	-0.3	3.8	2.0	-20.6	1.4	2.6	-4.3	1.5
CCc1nnc(NC(=O)c2ccc(S(=O)(=O)N3CCCCC3C)cc2)s1 (configuration not stated)	100.8	-2.6	-1.9	-5.3	-2.6	-7.2	8.1	4.2	3.9	10.7
N#CCNC1CC(=O)N(c2ccccc2)C1=O (configuration not stated)	107.1	8.7	-1.9	7.8	-8.3	-4.4	1.2	-1.1	3.2	9.1
O=C(CCC(=O)NCCCc1ccccc1)NCCCc1ccccc1	125.0	2.0	-1.8	-12.8	-1.5	-21.7	2.8	-2.6	1.3	10.2
CCOC(=O)C1=C(C)N=c2s/c(=C\c3cccc(OCC(=O)O)c3)c(=O)n2C1c1ccccc1 (configuration not stated)	91.8	-1.7	-1.9	-8.2	6.7	8.4	-2.3	1.9	0.2	9.2
COc1ccc(S(=O)(=O)NC(C)C(=O)Nc2ccc3c(c2)OCCO3)cc1OC (configuration not stated)	/	-3.6	1.1	-8.6	4.8	-13.9	1.7	2.5	-3.4	-8.7
O=C(CSc1ccccc1)NC1CC1	100.0	/	/	/	-10.2	/	/	-1.5	-1.8	/
COC(=O)c1nnc(-c2ccccc2)nc1OC	101.0	-3.0	-1.0	21.9	-12.6	10.8	-4.9	-0.3	-3.0	4.8
Cc1cccc(C(CC(=O)N2CCCCC2)c2ccccc2)c1O (configuration not stated)	116.8	2.3	-2.3	0.1	0.2	11.1	-3.2	-0.7	9.2	11.3
COc1cc(OC)c(OC)cc1CNC(=O)c1ccc(S(=O)(=O)N2CC(C)OC(C)C2)cc1 (configuration not stated)	104.2	-0.2	-2.0	-1.5	-5.2	-13.8	0.3	0.4	11.8	7.6
COc1ccc(NC(=S)NCCc2ccc(F)cc2)c(OC)c1	102.8	-1.6	0.2	-1.5	-2.2	-16.0	5.7	3.3	-5.8	-1.3
CN1/C(=C\C(=O)COC(=O)c2nccnc2N)C(C)(C)c2ccccc21	116.6	-2.1	-0.5	4.3	-1.5	-1.7	0.6	-0.3	2.1	3.2

Entries of single compounds, looked up by structure. Order of values: DSG3 Ab inh | V-ATPase pH | MOR-DOR ag | Arrestin-AP2 inh | PKA-R2B act | HTR5A inv ag | HTR5A ag | DAGLB inhibitor | PKA-R1A act | MOR-DOR inv ag
CCOC(=O)C1=C(C)N(c2ccccc2)C(=O)NC1c1cccc([N+](=O)[O-])c1 (configuration not stated) across the screens: 119.5 | -1.1 | -0.3 | 3.8 | 2.0 | -20.6 | 1.4 | 2.6 | -4.3 | 1.5
CCn1nnnc1SCC(=O)N1CCN(Cc2ccc3c(c2)OCCO3)CC1 across the screens: 97.9 | 2.8 | -1.2 | -5.3 | -4.5 | -0.3 | 0.1 | -1.7 | -8.4 | 5.0

Next part:
Molecule	DSG3 Ab inh	V-ATPase pH	MOR-DOR ag	Arrestin-AP2 inh	PKA-R2B act	HTR5A inv ag	HTR5A ag	DAGLB inhibitor	PKA-R1A act	MOR-DOR inv ag
CC1CCCC(C)N1S(=O)(=O)c1ccc(S(=O)(=O)NCc2ccccc2)cc1 (configuration not stated)	105.8	-1.6	4.2	-5.7	2.7	-16.7	-2.9	-1.4	5.4	-24.8
Cc1ccccc1-c1ncc(CN2CCN(C3CCCC3)C(CCO)C2)cn1 (configuration not stated)	92.2	-1.6	1.5	2.0	12.1	3.1	-0.1	-1.8	-4.6	-7.5
CCCSc1cc(N)cc([N+](=O)[O-])c1	92.3	1.9	-0.6	13.8	-2.4	-1.0	-1.2	2.1	-1.4	2.6
O=C(CCCN1C(=O)/C(=C\c2ccccc2)SC1=S)Nc1cccc(C(=O)O)c1	108.3	-2.3	0.1	10.1	6.6	14.9	-6.2	8.1	-8.4	-0.5
CCOC(=O)CNC(=O)c1ccc(C)cc1	105.6	-0.6	0.0	9.2	-7.9	5.6	-1.9	-0.2	-4.8	-0.1
CC(C)c1ccc(NCCC(=O)c2cccs2)cc1	101.4	-1.0	5.4	2.4	-9.0	10.1	-2.8	-4.1	-5.9	-27.8
O=C(Cc1ccccc1F)Nc1ccccc1N1CCCC1	106.0	-0.2	-1.8	-10.5	4.2	-1.6	0.7	-2.4	2.9	9.1
Cc1cc(NC(=O)CSc2nc3[nH]c(=O)cc(O)c3s2)ccc1Br	96.3	-2.1	-1.9	-6.2	-4.8	5.0	-2.0	14.0	2.9	9.8
O=C(NC1CCS(=O)(=O)C1)c1cc2c(=O)n3ccccc3nc2n1Cc1ccccc1 (configuration not stated)	100.2	/	/	/	5.9	/	/	1.1	9.8	/
Cc1cc(NC(=O)CCC(=O)N(CCC(C)C)C(C(=O)NCC2CCCO2)c2ccccc2C)no1 (configuration not stated)	106.3	1.3	-2.0	-3.1	0.7	19.2	0.3	0.3	3.5	12.2
NC(=O)c1ccc(SCC(=O)OCC(=O)N2CCCCC2)c([N+](=O)[O-])c1	97.5	-0.4	-3.5	3.5	-3.3	-5.0	1.8	-5.8	-8.8	18.4
COc1ccc2c(c1)C(=O)N1[C@H]3c4cc(Cl)ccc4OC[C@@H]3[C@H](c3ccccc3)[C@]1(C)C(=O)N2	95.0	1.5	1.5	-9.0	-6.5	-11.0	-1.3	-9.7	-3.6	-8.8

Next part.
Molecule	DSG3 Ab inh	V-ATPase pH	MOR-DOR ag	Arrestin-AP2 inh	PKA-R2B act	HTR5A inv ag	HTR5A ag	DAGLB inhibitor	PKA-R1A act	MOR-DOR inv ag
CCN(C(=O)CSc1nnc(-c2c[nH]c3ccccc23)o1)C1CCS(=O)(=O)C1 (configuration not stated)	103.0	0.8	-0.5	15.4	1.2	4.9	4.5	1.0	-7.5	2.4
COC(=O)C1=C(C)NC2=C(C1c1ccc(O)cc1)S(=O)(=O)c1ccccc12 (configuration not stated)	109.3	2.9	-2.6	-4.5	-16.4	15.9	-2.1	-0.4	-4.0	11.0
COc1ccc(NC(=O)/C=C/c2ccco2)cn1	113.6	-1.1	-1.8	-12.4	12.6	2.3	-0.8	0.1	-3.1	9.4
Cc1ccccc1CN(C)CC(=O)Nc1ccccc1Oc1ccccc1	117.0	7.6	0.5	17.8	-2.3	-13.0	5.5	-9.3	7.4	-2.5
O=C(CCc1ccccc1)NCCCN1CCOCC1	102.4	8.0	2.6	-14.1	-7.6	-17.8	6.6	-0.1	-2.0	-14.8
COC(=O)c1ccccc1NC(=O)/C=C/C(=O)O	101.8	-0.2	-0.1	5.9	0.5	11.7	-3.4	-2.5	0.5	0.4
C/C(=N\NC(=S)NCc1ccccc1)c1cccs1	105.2	1.1	0.6	16.7	-11.2	-13.8	-1.3	-0.4	-12.8	-2.8
CCC(C)c1ccc(NC(=O)C2CC3CCC2C3)cc1 (configuration not stated)	106.8	-3.2	6.3	27.5	-4.1	-11.2	0.7	-18.9	1.8	-31.9
Nc1nc2n(n1)C(c1cccc(Br)c1)CC(c1ccccc1)N2 (configuration not stated)	105.5	3.1	-2.1	2.5	-2.7	4.8	-1.8	1.9	-9.9	10.7
COc1ccc(C(=O)OCC(=O)NCc2ccc3c(c2)OCO3)cc1[N+](=O)[O-]	102.1	-1.8	-1.1	-5.1	-4.4	-0.9	0.3	2.8	2.9	5.4
O=C1CCCN2N=C(SCC(=O)Nc3nc4ccccc4s3)SC2=N1	105.9	-3.6	5.2	7.6	-1.6	-10.7	6.0	3.9	-0.9	-26.2
CSc1nc2ccsc2c(=O)n1-c1ccccn1	97.7	-0.2	-1.0	28.4	0.2	7.3	-2.8	-0.3	-1.7	4.8

Hits appear at their usual frequency (roughly 2.4% active in at least one column).
